# CYP2C19 inh: human CYP2C19 inhibition. P33261. 21% of 96,000 active. AID 778. CYP2C19 Supersomes, luciferin-H EGE luminescence, 30 min. inhibition, % at 5 µM;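 active means CYP2C19 inhibition above a set limit at 5 µM in the primary screen, cut at about 50% in these data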;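 further: plate controls were negative control wells for no effect and 2.5 mM tranylcypromine positive control for full effect; values of inactives mirror those of a sister screen read the other way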
# CD11b adhes inh: CD11b/CD18-fibrinogen binding inhibition | K562 CD11b/CD18 adhesion to fibrinogen, ATPlite luminescence; Mn2+ added to activate the integrin | inhibition, % at 10 µM | P05107+P11215 | 0.54% of 93,000 active;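 active means primary inhibition of 50% or more at 10 µM, then 40% or more on retest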; further: some results filed as inactive read as strong as hits
# PLAP act: activators of human placental alkaline phosphatase; purified PLAP enzyme, luminescent substrate read-out; active compounds read high; activation fold at 20 µM; 1.2% of 96,000 active; in the data active means activation fold above about 2
# CD11b adhes enh: increases human CD11b/CD18 adhesion to fibrinogen; P05107+P11215; K562 CD11b/CD18 adhesion to fibrinogen, ATPlite luminescence; activation, % at 10 µM; 0.07% of 93,000 active;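 active means 10 µM primary screen giving 50% or more activity, confirmed by 40% or more on retest at that dose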; further: strong numbers were not always called active; reference of the scale not given here
# CYP2C9 activ: activators of human CYP2C9; recombinant CYP2C9, luciferin-H conversion, luminescence; active compounds read high; factor 1 = untreated enzyme, 0 = blocked; 1.4% of 96,000 active; P11712; activation factor at 5 µM;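 active means activation factor of 2 or more for CYP2C9 at a 5 µM dose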;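 further: 0 = sulfaphenazole-blocked wells and 1 = vehicle-only wells; values of inactives mirror those of a sister screen read the other way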
# CYP2C9 inh: inhibitors of human CYP2C9. AID 777. CYP2C9 Supersomes, luciferin-H conversion, luminescence. 20% of 96,000 active. inhibition, % at 5 µM. P11712;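 active means blocking of liver enzyme CYP2C9 beyond about 50% at 5 µM, limit read from the data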; further: values of inactives mirror those of a sister screen read the other way
# CYP2C19 act: cytochrome P450 2C19 (human) activation; P33261; recombinant CYP2C19, luciferin-H EGE luminescence; active compounds read high; 0 = fully inhibited enzyme, 1 = untreated enzyme; activation factor at 5 µM; 96,000 tested, under 10 active;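 active means activation factor of at least 2 at 5 µM in the primary screen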;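 further: 0 = wells with 2.5 mM tranylcypromine and 1 = vehicle-only wells; values of inactives mirror those of a sister screen read the other way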
# MT1-MMP txn act: MT1-MMP promoter transcription activation. HT1080 MT1-MMP promoter luciferase reporter, luminescence, overnight; active compounds read high. activation factor at 10 µM. 0.16% of 86,000 active;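 active means activation factor of at least 2 for MT1-MMP transcription at 10 µM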
# PTK2B oligo ant: blocks oligomerization of human Pyk2 in cells | Q14289 | Q293 cells, Pyk2 FERM NanoBiT luminescence; active compounds read low | 0.83% of 99,000 active | AID 1347419 | z-score (the deposit names both 25 µM and 10 µM);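 active means Z-score of -3 or lower, scaled per plate to the spread of control and sample wells; inactive means z-score above -3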;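 further: negative z-score means lost luminescence so less FERM oligomerization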
# Target sequence (Q14289 whole entry, looked up): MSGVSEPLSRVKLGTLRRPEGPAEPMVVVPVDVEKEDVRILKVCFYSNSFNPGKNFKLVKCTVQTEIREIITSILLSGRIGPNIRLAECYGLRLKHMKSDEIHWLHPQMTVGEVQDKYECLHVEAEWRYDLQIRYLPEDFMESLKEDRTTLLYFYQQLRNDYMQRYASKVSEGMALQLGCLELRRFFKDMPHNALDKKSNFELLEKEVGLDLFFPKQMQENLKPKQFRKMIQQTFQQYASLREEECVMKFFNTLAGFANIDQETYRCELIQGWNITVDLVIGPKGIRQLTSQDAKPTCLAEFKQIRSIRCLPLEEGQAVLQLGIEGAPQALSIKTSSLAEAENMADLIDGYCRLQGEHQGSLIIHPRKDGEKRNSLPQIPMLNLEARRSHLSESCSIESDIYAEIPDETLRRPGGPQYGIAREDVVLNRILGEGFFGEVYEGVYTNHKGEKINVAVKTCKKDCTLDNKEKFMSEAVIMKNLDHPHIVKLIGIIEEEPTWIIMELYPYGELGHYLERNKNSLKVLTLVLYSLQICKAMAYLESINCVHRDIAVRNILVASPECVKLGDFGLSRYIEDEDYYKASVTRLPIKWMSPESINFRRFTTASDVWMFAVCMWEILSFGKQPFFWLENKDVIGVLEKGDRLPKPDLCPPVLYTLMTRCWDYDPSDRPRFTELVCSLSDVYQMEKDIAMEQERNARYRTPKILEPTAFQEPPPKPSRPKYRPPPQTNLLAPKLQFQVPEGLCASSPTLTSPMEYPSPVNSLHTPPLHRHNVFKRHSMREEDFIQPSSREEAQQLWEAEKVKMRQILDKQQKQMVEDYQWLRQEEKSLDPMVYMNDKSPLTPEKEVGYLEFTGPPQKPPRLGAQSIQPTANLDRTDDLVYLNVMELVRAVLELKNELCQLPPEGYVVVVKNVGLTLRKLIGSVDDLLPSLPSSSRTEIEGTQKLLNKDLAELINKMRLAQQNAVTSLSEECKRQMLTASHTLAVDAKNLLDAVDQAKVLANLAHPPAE
# The depositor's hits bear a star; x = no result given. An excerpt; count on the stated rates, not on these rows.
# Codes – A = CYP2C19 inh; B = CD11b adhes inh; C = PLAP act; D = CD11b adhes enh; E = CYP2C9 activ; F = CYP2C9 inh; G = CYP2C19 act; H = MT1-MMP txn act; I = PTK2B oligo ant
> Cc1cc(NC(=O)CCC(=O)N2CCC3(CC2)OCCO3)no1
  A = -22.8; B = 2.4; C = 1.1; D = 0.6; E = 1.2; F = -18.9; G = 1.2; H = 1.1; I = -0.13
> CCCCCCn1c(O)c(C=NCCCn2ccnc2)c(=O)[nH]c1=O
  A = 40.0; B = x; C = 1.4; D = x; E = 0.1; F = 93.4*; G = 0.6; H = 1.1; I = 0.98
> O=P1(Nc2ccc(F)cc2)COc2ccccc2OC1
  A = 63.8*; B = 2.8; C = 0.9; D = -3.6; E = 1.1; F = -11.0; G = 0.4; H = 1.2; I = 0.04
> CCn1c(O)c(C=NCCc2c[nH]c3ccccc23)c(=O)[nH]c1=O
  A = -6.2; B = -23.6; C = 0.8; D = 1.3; E = 0.9; F = 5.4; G = 1.1; H = 1.1; I = 2.19
> CC(=O)Nc1ccccc1C(=O)OCc1ccc(C(=O)c2ccccc2)cc1
  A = 38.5; B = 15.8; C = 1; D = -7.8; E = 0.3; F = 71.6*; G = 0.6; H = x; I = -0.03
> COc1ccc(OC)c(N2C(=O)NC(=O)C3(Cc4cc(C)ccc4N(C)C3)C2=O)c1 (configuration not stated)
  A = 39.5; B = -0.2; C = 1.5; D = 2.4; E = 0.2; F = 80.1*; G = 0.6; H = 1; I = -0.27
> CCOc1ccc(Br)c(C2(O)CC(C)N(C)CC2C)c1 (configuration not stated)
  A = -10.6; B = 27.9; C = 1.1; D = -3.4; E = 1.2; F = -18.4; G = 1.1; H = 1; I = 0.53
> O/N=C/c1c[nH]c2ccccc12
  A = 4.8; B = -9.5; C = 0.9; D = -0.5; E = 1.1; F = -15.0; G = 1; H = 1.2; I = 0.33

# Part of the list above in order of molar mass, descending.
# Codes – A = CYP2C19 inh; B = CD11b adhes inh; C = PLAP act; D = CD11b adhes enh; E = CYP2C9 activ; F = CYP2C9 inh; G = CYP2C19 act; H = MT1-MMP txn act; I = PTK2B oligo ant
> COc1ccc(OC)c(N2C(=O)NC(=O)C3(Cc4cc(C)ccc4N(C)C3)C2=O)c1 (configuration not stated)
  A = 39.5; B = -0.2; C = 1.5; D = 2.4; E = 0.2; F = 80.1*; G = 0.6; H = 1; I = -0.27
> CC(=O)Nc1ccccc1C(=O)OCc1ccc(C(=O)c2ccccc2)cc1
  A = 38.5; B = 15.8; C = 1; D = -7.8; E = 0.3; F = 71.6*; G = 0.6; H = x; I = -0.03
> CCCCCCn1c(O)c(C=NCCCn2ccnc2)c(=O)[nH]c1=O
  A = 40.0; B = x; C = 1.4; D = x; E = 0.1; F = 93.4*; G = 0.6; H = 1.1; I = 0.98
> CCOc1ccc(Br)c(C2(O)CC(C)N(C)CC2C)c1 (configuration not stated)
  A = -10.6; B = 27.9; C = 1.1; D = -3.4; E = 1.2; F = -18.4; G = 1.1; H = 1; I = 0.53

# From PubChem
